TCR CD3 inh: inhibitors of human TCR-CD3 interaction | TAMRA-labeled TCR probe fluorescence, biochemical | inhibition, % at 9.4 µM | 0.37% of 360,000 active; in the data active = inhibition above about 19%;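 note: recombinant mutant TCR 2C K166C tagged with TAMRA read by polarization; 0% = receptor in buffer alone and 100% = receptor with positive control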
rCAG binder: r(CAG) repeat RNA binding. TO-PRO-1 dye displacement fluorescence. inhibition, % at 3 µM. 1.3% of 370,000 active;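 active = inhibition above the plate cutoff, the mean of all test compounds on that plate plus 3 SD, cut at about 35% in these data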;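 note: 0% = DMSO alone and 100% = 100 µM mitoxantrone as full dye displacement; higher means more dye released from RNA so lower well fluorescence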
TDP2 inh: blocks human TDP2 phosphodiesterase activity | inhibition, % at 12.8 µM | AID 720702 | 0.34% of 370,000 active | recombinant TDP2, T5PNP hydrolysis, p-nitrophenol absorbance 415 nm;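 active = inhibition above the mean of all tested compounds plus 3 SD, set per campaign, cut at about 25% in these data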;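 note: 0% = DMSO with enzyme and 100% = buffer with substrate but no TDP2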
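System – recombinant human TDP2 · Quantity – TDP2 enzyme at 120 nM final · Doses – single concentration, 12.8 µM nominal, with 1% DMSO · Incubation – 2 h at 37 °C · Measured by – epi absorbance of p-nitrophenol freed from T5PNP by hydrolysis · Read-out – % inhibition relative to enzyme-containing and enzyme-free wells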
LEDGF integ inh: blocks HIV-1 LEDGF/p75-dependent DNA integration; TR-FRET IN-LEDGF/p75 DNA integration, Eu/Cy5; inhibition, % at 3.7 µM; 0.64% of 370,000 active;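 active = inhibition above the screen-wide mean plus 3 SD, cut at about 13% in these data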;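 note: signal is the Cy5 over europium emission ratio at 671 and 618 nm; 0% = plate median of compound wells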
PRMT1 FP inh: PRMT1 (human) inhibition, primary screen; recombinant PRMT1, activity-based probe fluorescence polarization; inhibition, % at 2.79 µM; 1.3% of 370,000 active; AID 652257;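 active = inhibition above about 21% made by adding two undisclosed values, limit read from the data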
GC-B act: GC-B (human) receptor activation | HEK293-GC-B cells, CNP EC30, cGMP TR-FRET; 0% at EC30 CNP, 100% saturating CNP | activation, % at 10 µM | 0.11% of 370,000 active | AID 1920062;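 active = activation at 10 µM reaching about 35% in either raw or pattern-adjusted values, limit read from the data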
MBD2 inh: inhibitors of human MBD2 binding to methylated oligonucleotide; Q9UBB5; TR-FRET; inhibition, % at 4.4 µM; 0.31% of 370,000 active; in the data active = inhibition above about 13%
HTRA1 inh: HTRA1 (human) protease inhibition. Q92743. recombinant HTRA1, FP-rhodamine activity-based probe, fluorescence polarization. inhibition, % at 5.96 µM. 0.5% of 340,000 active. AID 504803; in the data active = inhibition above about 36%;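 note: 0% = enzyme with DMSO and 100% = wells lacking enzyme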
Target sequence (Q92743 whole entry, looked up): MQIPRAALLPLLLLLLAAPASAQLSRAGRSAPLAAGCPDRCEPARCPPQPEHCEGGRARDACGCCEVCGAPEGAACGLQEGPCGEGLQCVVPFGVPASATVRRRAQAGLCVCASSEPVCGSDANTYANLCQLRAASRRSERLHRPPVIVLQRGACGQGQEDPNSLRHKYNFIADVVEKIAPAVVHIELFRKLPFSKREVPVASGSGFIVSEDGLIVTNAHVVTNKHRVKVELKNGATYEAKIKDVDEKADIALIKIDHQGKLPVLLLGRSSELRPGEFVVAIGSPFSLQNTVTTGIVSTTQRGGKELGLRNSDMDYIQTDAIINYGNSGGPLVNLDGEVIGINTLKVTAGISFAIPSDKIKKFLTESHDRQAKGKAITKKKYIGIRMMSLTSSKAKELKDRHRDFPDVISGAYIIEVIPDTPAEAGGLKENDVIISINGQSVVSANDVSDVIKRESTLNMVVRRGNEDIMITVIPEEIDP
mABHD4 FP: inhibits mouse alpha/beta hydrolase domain 4 | 0.54% of 370,000 active | inhibition, % at 8.92 µM | purified mABHD4, FP-Rh probe fluorescence polarization;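 active = inhibition exceeding the mean over every tested compound plus 3 SD, cut at about 30% in these data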;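 note: 0% = plate median of compound wells and 100% = S159A mutant with DMSO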
Target sequence (Q8VD66 whole entry, looked up, the tested form may be a part): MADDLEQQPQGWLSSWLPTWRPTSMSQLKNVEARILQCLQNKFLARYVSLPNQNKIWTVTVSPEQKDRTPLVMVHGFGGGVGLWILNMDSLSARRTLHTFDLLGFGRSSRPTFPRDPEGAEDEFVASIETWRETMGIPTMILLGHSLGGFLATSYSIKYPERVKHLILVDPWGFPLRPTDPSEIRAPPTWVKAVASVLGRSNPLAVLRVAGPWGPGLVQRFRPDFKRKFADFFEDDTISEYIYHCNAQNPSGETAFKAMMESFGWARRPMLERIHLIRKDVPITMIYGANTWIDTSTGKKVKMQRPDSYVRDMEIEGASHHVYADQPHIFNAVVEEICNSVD
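Test system: mouse ABHD4 enzyme, wild type. Reagent: FP-Rh fluorescent activity-based probe, added after compound pre-incubation. Timing: pre-incubation 45 min, probe exposure 60 min, at 25 °C. Technique: FP readout, ex 525 nm / em 598 nm. Benchmarks: high control S159A mutant with DMSO, low control median of compound wells.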
SIAE primary: human SIAE inhibition, primary screen; SIAE FP-Rh probe binding, fluorescence polarization; inhibition, % at 9.66 µM; 0.69% of 370,000 active; AID 1053197;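 active = inhibition above a cutoff: mean of compounds within the control limits plus 3 SD of those, cut at about 17% in these data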;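 note: 0% = plate median of compound wells and 100% = probe without SIAE protein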
The depositor's hits bear a star; nt = not tested or not shown.

| SMILES | TCR CD3 inh | rCAG binder | TDP2 inh | LEDGF integ inh | PRMT1 FP inh | GC-B act | MBD2 inh | HTRA1 inh | mABHD4 FP | SIAE primary |
| --- | --- | --- | --- | --- | --- | --- | --- | --- | --- | --- |
| O=C1CCN(Cc2ccccc2)C=C1c1ccc(Cl)cc1 | 3 | -1 | 8 | 0 | 1 | -7 | 2 | 1 | 5 | 12 |
| N#Cc1cccc(C(=O)N2CCC(Oc3cccnc3)CC2)c1 | nt | -2 | 7 | 4 | -6 | 4 | 5 | nt | 5 | -2 |
| COc1ccc(CCNC(=O)C2CC=CCC2C(=O)O)cc1 (stereo unspecified) | 2 | 1 | -10 | -6 | 1 | 0 | -4 | 5 | 4 | -1 |
| CC1(C)Cc2c(sc(NC(=O)Cc3ccccc3)c2C#N)C(C)(C)N1 | -3 | -1 | 6 | 0 | -2 | 20 | -1 | -2 | 1 | 4 |
| CCOC(=O)C1=C(C(=O)OCC)C2N(Cc3ccc(C#N)cc3)c3ccccc3[C@@]23C[C@@H](C(=O)OC)N(S(=O)(=O)c2ccc(C#N)cc2)C3=N1 (stereo partly specified) | 6 | 14 | 5 | 0 | 1 | -1 | 3 | nt | 3 | -2 |
| O=C(Cc1nnc(NC(=O)c2ccccc2)s1)N/N=C/c1ccco1 | 19* | 71* | -2 | 36* | 41* | 4 | 19* | 4 | -15 | 1 |
| Cc1ccc(/C=N/Nc2ccc(C(=O)O)cc2)s1 | 3 | 24 | 5 | -3 | -1 | -2 | 0 | -1 | 27 | -1 |
| CN(C)C(=O)CN1C(=O)c2cccc3cccc1c23 | 2 | -1 | -11 | 2 | 0 | 1 | -7 | 3 | 0 | -7 |
| CCCn1ncc(CN2CCC(Cc3cccc(F)c3)(C(=O)OCC)CC2)c1C | -5 | -8 | 4 | -1 | 2 | -1 | 6 | 7 | 1 | -4 |
| COC(=O)c1ccc(NC(=O)CSC2=NCCN2)cc1 | 2 | -2 | 13 | -1 | 63* | 0 | 1 | -2 | 2 | 2 |
| Oc1cccc(CN2CCOCC2)c1O | 27* | 41* | 5 | 78* | 33* | 0 | 45* | 27 | 42* | 3 |
| Cc1ccc(C(=O)NC(=S)N2CCN(C(=O)OC(C)(C)C)CC2)cc1Br | -7 | -2 | 5 | -4 | 5 | 0 | 3 | -2 | 4 | -4 |
| O=C(Nc1ccccn1)c1ccc2ccccc2c1O | -5 | 6 | 4 | -9 | 8 | -2 | 2 | 0 | 13 | 7 |
| C[C@@H]1CN([C@@H](C)CO)C(=O)c2cc(NS(C)(=O)=O)ccc2O[C@H]1CN(C)Cc1ccc(Oc2ccccc2)cc1 | 9 | -4 | -3 | 0 | -2 | 2 | -4 | 4 | -1 | 5 |
| [O-]/C(=C(\C(=S)NCc1ccc2c(c1)OCO2)[n+]1ccccc1)c1ccc(Cl)s1 | -10 | 7 | 3 | 3 | 6 | -4 | 1 | -8 | 2 | 4 |
| COc1cccc(OC)c1C(=O)OCC(=O)N(C)c1ccccc1 | -3 | -7 | -14 | 2 | -9 | 2 | -5 | 1 | 4 | 8 |
| O=C(NOC(=O)c1cc(Br)ccc1Cl)c1cccs1 | 8 | 4 | 9 | -2 | 4 | 4 | 0 | 1 | 2 | 14 |
| COC(=O)[C@@]12C[C@@H](CC(=O)NCCc3ccccc3OC)C(=O)N(Cc3ccc4c(c3)OCO4)C1=CCC(C)(C)C2 | -7 | 5 | -5 | 0 | 2 | -7 | -3 | nt | -2 | 0 |
| COc1ccccc1C(=O)NC(C)C(c1cccs1)N1CCN(C)CC1 (stereo unspecified) | 3 | -4 | -13 | 2 | -2 | 1 | -7 | 1 | -3 | 2 |
| O=C(N/N=C/c1cc(Br)c(Br)o1)c1cc2ccccc2o1 | -3 | 13 | -32 | 1 | -5 | 2 | -5 | -4 | -13 | -7 |
| COc1ccc(NC(=O)CN2CCN(CC(=O)Nc3ccccc3Cl)CC2)c(OC)c1 | 2 | 1 | 5 | 1 | -3 | 3 | -4 | 1 | -2 | 7 |
| CCCCCCN1C[C@@H](O)[C@H](n2cc(COC(=O)c3ccccc3)nn2)C[C@@H]1c1ccc(OC)cc1 | -5 | 2 | -20 | 1 | -4 | -5 | -2 | -3 | -7 | -8 |
| COc1cc(/C=N\NC(=O)c2ccccc2F)ccc1Oc1ccc([N+](=O)[O-])cn1 | -6 | 2 | -23 | 3 | -3 | -7 | -2 | -1 | -9 | -9 |
| CC(C)(C)C(=O)Nc1ccc(C(=O)N/N=C/c2ccccc2OC(=O)c2ccc(Cl)cc2Cl)cc1 | 33* | 18 | 3 | -1 | -1 | 1 | 2 | -80 | -48 | -109 |
| C[N+]1(CCOS(=O)C23CC4CC(CC(C4)C2)C3)CCOCC1 (stereo unspecified) | 4 | -4 | 1 | 3 | -2 | 2 | -5 | -2 | -7 | 1 |
| CCCNC(=O)c1ccccc1NC(=O)Nc1ccccc1C | 7 | -2 | 1 | -3 | -2 | 0 | 1 | -6 | 5 | 1 |
| Cc1ccc(OCCNC(=O)/C=C/c2ccccc2)cc1C | 5 | -8 | -8 | 0 | -4 | -1 | 2 | -13 | -4 | 7 |
| CC(=O)Nc1ccc(C)c(NC(=S)Nc2ccc(F)cc2)c1 | 1 | 0 | 9 | 2 | 1 | 0 | 3 | 2 | 2 | 4 |
| COc1ccc(-n2cccc2/C=C2/NC(=O)N(c3cccc(Cl)c3)C2=O)cc1 | -2 | 12 | 8 | 2 | 2 | -7 | -5 | -11 | 0 | -2 |
| O=[N+]([O-])c1cccc(-c2cc3ccccc3[nH]2)c1 | 8 | 9 | -5 | 5 | -4 | -1 | -6 | 0 | 10 | 3 |
| COc1ccc(Cl)cc1NS(=O)(=O)c1ccc(S(=O)(=O)N2CCCC2)cc1 | -7 | 21 | -14 | 2 | 3 | -5 | -2 | 0 | 2 | 2 |
| Nc1ccc2c(c1)COc1ccccc1O2 | -9 | 2 | -5 | 1 | 3 | -2 | 5 | 3 | -6 | -1 |
| FC(F)(F)c1ccc(-c2cccc3c2C2CC3CCN2)cc1 (stereo unspecified) | 3 | 5 | -4 | 1 | -2 | -15 | 4 | -17 | -2 | 5 |
| COC(=O)N/N=C/c1cc(C)n(-c2ccc(F)cc2)c1C | 4 | -2 | 4 | 0 | -1 | -7 | 1 | 0 | -1 | 1 |
| CCOC(=O)c1c(-c2ccc(C)s2)csc1N | -2 | 7 | -3 | 1 | 10 | 5 | -2 | 11 | 2 | -1 |
| C/C(=N\NC(=O)CSCc1ccccc1Br)c1cccc([N+](=O)[O-])c1 | 1 | -1 | -1 | 1 | -5 | -5 | -4 | -2 | 10 | -7 |
| CNC(=S)N1CCN(c2nc3ccccc3s2)CC1 | 6 | -1 | 1 | 5 | -3 | -1 | -4 | 2 | -5 | -3 |
| Cc1ccc(NC(=O)NC(=O)c2cnccc2C(F)(F)F)c(C)c1 | 13 | -1 | 11 | 4 | 2 | 6 | -4 | 6 | 8 | -4 |
| COc1cccc(CN(C)CC(=O)NC(=O)NCc2ccco2)c1 | 2 | 0 | 8 | 2 | -2 | -1 | -1 | 2 | 7 | 4 |
| CC1(C(=O)NS(=O)(=O)c2ccc(F)cc2F)CCN1C(=O)C1CCCCC1 (stereo unspecified) | 0 | 4 | -10 | -5 | 7 | -2 | 9 | nt | -8 | -7 |
| O=C(c1nc(-c2ccccc2)n(-c2ccccc2)n1)N1CCCCCC1 | 2 | -1 | 12 | 0 | 2 | -11 | -8 | -6 | -4 | 2 |
| COc1ccccc1-c1nnc2sc(COc3ccc(Cl)cc3)nn12 | -9 | -4 | -2 | -2 | 1 | -4 | 1 | -28 | -11 | -2 |
| CCCOc1ccc(C2C(=O)N(C3CCCCC3)CC(=O)N2CCCOCC)cc1OC (stereo unspecified) | 6 | -9 | 3 | 4 | 2 | 3 | -4 | 5 | -5 | -2 |
| O=C(Cc1ccc(Cl)c(Cl)c1)Nc1ccc(S(=O)(=O)Nc2ncccn2)cc1 | -3 | 11 | -11 | -5 | 3 | 1 | -1 | 5 | -2 | -10 |
| O=C(CSCC(=O)Nc1nccs1)Nc1ccccc1 | -3 | 0 | 4 | 0 | 5 | -5 | 2 | -2 | 4 | 5 |
| O=C(NC1CCCC1)C1CCC(=O)N1CCc1ccccc1 (stereo unspecified) | -3 | -5 | 2 | 0 | -2 | 0 | 0 | -8 | 1 | 1 |
| NS(=O)(=O)c1cccc(NC(=O)CSc2nc3ccccc3c(=O)n2CC2CCCO2)c1 (stereo unspecified) | 1 | 6 | -12 | -3 | 0 | 12 | -1 | -3 | -4 | -9 |
| O=C(CN1C(=O)/C(=C/c2ccccc2F)SC1=S)NC1C=CS(=O)(=O)C1 (stereo unspecified) | -7 | 5 | -15 | -2 | -1 | -2 | -4 | 0 | -2 | 9 |

2 entries drawn at random from the list so far:
| SMILES | TCR CD3 inh | rCAG binder | TDP2 inh | LEDGF integ inh | PRMT1 FP inh | GC-B act | MBD2 inh | HTRA1 inh | mABHD4 FP | SIAE primary |
| --- | --- | --- | --- | --- | --- | --- | --- | --- | --- | --- |
| COC(=O)c1ccc(NC(=O)CSC2=NCCN2)cc1 | 2 | -2 | 13 | -1 | 63* | 0 | 1 | -2 | 2 | 2 |
| O=C(N/N=C/c1cc(Br)c(Br)o1)c1cc2ccccc2o1 | -3 | 13 | -32 | 1 | -5 | 2 | -5 | -4 | -13 | -7 |

Look-ups from the results shown:
mABHD4 FP result of `COC(=O)[C@@]12C[C@@H](CC(=O)NCCc3ccccc3OC)C(=O)N(Cc3ccc4c(c3)OCO4)C1=CCC(C)(C)C2` : -2
SIAE primary result of `O=C(N/N=C/c1cc(Br)c(Br)o1)c1cc2ccccc2o1` : -7
SIAE primary result of `CC(=O)Nc1ccc(C)c(NC(=S)Nc2ccc(F)cc2)c1` : 4

A different layout for some results above:
Nc1ccc2c(c1)COc1ccccc1O2
  TCR CD3 inh: -9	rCAG binder: 2	TDP2 inh: -5	LEDGF integ inh: 1	PRMT1 FP inh: 3	GC-B act: -2	MBD2 inh: 5	HTRA1 inh: 3	mABHD4 FP: -6	SIAE primary: -1
CCCn1ncc(CN2CCC(Cc3cccc(F)c3)(C(=O)OCC)CC2)c1C
  TCR CD3 inh: -5	rCAG binder: -8	TDP2 inh: 4	LEDGF integ inh: -1	PRMT1 FP inh: 2	GC-B act: -1	MBD2 inh: 6	HTRA1 inh: 7	mABHD4 FP: 1	SIAE primary: -4

Screening results deposited in PubChem BioAssay by several laboratories.

A portion of the library; count on the stated rates, not on these rows.
